# High-throughput results (PubChem)
# ABHD5-PLIN5 inh: ABHD5-PLIN5 protein interaction inhibition; actives 0.78% (n = 360,000); Split G. princeps luciferase complementation, luminescence, 4 h; inhibition, % at 4 µM; AID 602281; Q00G26+Q8WTS1;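 active = inhibition above the mean inhibition across every tested compound plus 3 SD, cut at about 22% in these data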;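 also: 0% = DMSO only wells and the 100% control is not disclosed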
# MC4R ag barr: human MC4R agonism via beta-arrestin; AID 540308; activation, % at 8.9 µM; actives 0.98% (n = 360,000); P32245; U2OS MC4R beta-arrestin complementation, luminescence; percent of melanotan II response, DMSO zero;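 active = activation above a per-plate cutoff, the mean activation of sample wells on that plate plus 3 SD, cut at about 8% in these data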
# Target sequence (P32245 whole entry, looked up): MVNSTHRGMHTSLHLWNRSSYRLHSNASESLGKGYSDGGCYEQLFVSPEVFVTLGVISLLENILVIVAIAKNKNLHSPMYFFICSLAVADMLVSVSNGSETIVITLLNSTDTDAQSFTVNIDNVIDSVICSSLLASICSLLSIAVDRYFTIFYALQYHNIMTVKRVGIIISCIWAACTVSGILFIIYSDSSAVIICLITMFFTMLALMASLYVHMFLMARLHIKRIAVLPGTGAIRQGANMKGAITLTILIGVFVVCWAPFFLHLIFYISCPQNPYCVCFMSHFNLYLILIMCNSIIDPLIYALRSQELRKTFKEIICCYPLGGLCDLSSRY
# ABCB6 inh MLPCN: human ABCB6 transporter inhibition | K562-ABCB6 porphyrin accumulation, flow cytometry, 1 h; stronger effect = lower value | actives 0.19% (n = 360,000) | fluorescence ratio to DMSO, % at 10 µM;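 active = fluorescence ratio to DMSO below 75%, the collection mean minus 3 SD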;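 also: signal is porphyrin accumulated inside mitochondria; 100% equals median channel fluorescence of DMSO control wells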
# Glyco luc inh: blocks N-linked glycosylation in D54 reporter cells. D54 ERlucT glycosylation luciferase reporter, 24 h; percent of 100 nM tunicamycin response. AID 588692. reporter increase, % at 12.5 µM. actives 0.23% (n = 360,000);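 active = mean luciferase reporter signal, scaled so untreated is 0 and the glycosylation-blocking control 100, at or above a set limit in every replicate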;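 also: luciferase carries N-glycosylation sites so blocking glycosylation raises the light; 0% = median of neutral control wells and 100% = median of 100 nM tunicamycin wells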
# MC4R antag cAMP: blocks human MC4R cAMP signaling. inhibition, % at 6.5 µM. actives 0.48% (n = 360,000). P32245. MC4R-expressing cells, MTII-stimulated cAMP, LANCE TR-FRET;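 active = inhibition above its plate's cutoff, the mean of tested wells on that plate plus 3 SD, cut at about 29% in these data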;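 also: 0% = Melanotan II alone and 100% = Melanotan II plus saturating MCL0020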
#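 Assay system: human MC4R-expressing U2OS cells; reagent: Melanotan II stimulation of cells; dosing: 6.5 µM single dose; timing: compound 30 min, challenge 1 h, detection 1 h; signal: TR-FRET cAMP assay; replicates: one well per compound, no replicates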
# HTR2A ag: activates the mouse 5-HT2A serotonin receptor | P35363 | CHO-K1 mHTR2A beta-arrestin complementation, luminescence; percent of 30 µM serotonin response | activation, % at 7.6 µM | actives 0.66% (n = 360,000) | AID 624169;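 active = activation above a run cutoff, the mean activation of all tested compounds plus 3 SD, cut at about 14% in these data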;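 also: 0% = plate median of compound wells and 100% = 30 µM serotonin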
# Target sequence (P35363 whole entry, looked up): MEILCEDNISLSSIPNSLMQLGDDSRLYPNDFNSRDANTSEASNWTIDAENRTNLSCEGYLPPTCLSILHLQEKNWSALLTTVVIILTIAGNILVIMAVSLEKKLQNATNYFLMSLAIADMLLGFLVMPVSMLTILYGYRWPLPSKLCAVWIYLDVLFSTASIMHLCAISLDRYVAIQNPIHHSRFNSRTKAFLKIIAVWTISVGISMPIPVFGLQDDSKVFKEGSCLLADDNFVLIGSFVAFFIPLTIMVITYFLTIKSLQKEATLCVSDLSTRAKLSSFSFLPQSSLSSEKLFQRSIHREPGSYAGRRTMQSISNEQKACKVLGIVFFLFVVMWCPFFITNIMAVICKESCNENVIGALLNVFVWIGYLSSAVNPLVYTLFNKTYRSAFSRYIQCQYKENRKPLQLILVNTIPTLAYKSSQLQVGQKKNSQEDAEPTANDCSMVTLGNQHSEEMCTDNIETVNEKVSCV
# H9c2 protect: modulators protecting cardiomyocytes from myocardial damage | protection from H2O2 cell death, % at 20 µM | H9c2 cardiomyocytes, H2O2 injury protection, ATPLite, 2 h | actives 0.63% (n = 360,000) | AID 588492;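 active = compounds giving at least 50% protection of heart cells from peroxide-induced death in the single-dose screen, raw or plate-pattern-corrected value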;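 also: 0% = DMSO wells with peroxide and 100% = DMSO wells without peroxide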
# NCOA2 inhibitor: inhibits human steroid receptor coactivator 2 | HEK293 GAL4-SRC2 luciferase reporter, luminescence | inhibition, % at 9 µM | actives 0.17% (n = 370,000) | AID 651957;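 active = inhibition above the mean inhibition of all tested compounds plus 3 SD, set per campaign, cut at about 52% in these data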;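 also: 0% = DMSO treated cells and 100% = cells given Gossypol at 36 µM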
# TLR9-MyD88 block: TLR9-MyD88 interaction inhibition; CHO BLA complementation TLR9-MyD88, CCF4 FRET ratio; inhibition, % at 4.98 µM; actives 0.21% (n = 340,000); Q9NR96+Q99836;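 active = inhibition above the mean over all tested compounds plus 3 SD, cut at about 21% in these data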;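 also: 0% = DMSO only wells and 100% = clavulanate BLA inhibitor control wells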
# NOD2 RIPK2 PPI: blocks binding of human NOD2 to RIPK2; CHO BLA complementation NOD2-RIPK2, CCF4 ratio; inhibition, % at 4.98 µM; actives 0.38% (n = 360,000); in the data active = inhibition above about 21%;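 also: 0% = vehicle only and 100% = reference blocker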
# An asterisk follows results filed as active; / = no result given. This is a subset; the hit share may differ from the screen's.
# Start of the data: the first 6 entries, ahead of the listing:
SMILES,ABHD5-PLIN5 inh,MC4R ag barr,ABCB6 inh MLPCN,Glyco luc inh,MC4R antag cAMP,HTR2A ag,H9c2 protect,NCOA2 inhibitor,TLR9-MyD88 block,NOD2 RIPK2 PPI
COc1ccc(NC(=S)NC(=O)c2ccc3c(c2)OCCO3)cc1,-8,0.0,98,-3,-5,-3,-6,-40,-3,-3
CSc1ncccc1C(=O)OCC(=O)N1CCN(S(=O)(=O)c2ccc(C)cc2C)CC1,2,-2.1,95,-1,-6,5,-8,10,-3,2
COc1cccc(CN2CCC(N(CCc3ccccc3)Cc3ccccc3)CC2)c1OC,5,-0.2,97,-3,-4,-6,-17,3,-4,-4
CC(C)c1ccc(C2=NN(c3ccccc3)C(=O)CC2)cc1,-1,4.1,101,0,6,-2,-16,-2,-10,4
CCOC(=O)CSc1nnc(CNC(=O)c2cccc(C)c2)n1C,3,-1.6,103,0,10,1,1,0,13,2
COc1cccc(CN2CCN(S(=O)(=O)c3ccccc3)CC2)c1OC,-1,-1.4,92,0,13,-2,-6,-14,/,-4

# This part in full, previewed entries included:
SMILES,ABHD5-PLIN5 inh,MC4R ag barr,ABCB6 inh MLPCN,Glyco luc inh,MC4R antag cAMP,HTR2A ag,H9c2 protect,NCOA2 inhibitor,TLR9-MyD88 block,NOD2 RIPK2 PPI
COc1ccc(NC(=S)NC(=O)c2ccc3c(c2)OCCO3)cc1,-8,0.0,98,-3,-5,-3,-6,-40,-3,-3
CSc1ncccc1C(=O)OCC(=O)N1CCN(S(=O)(=O)c2ccc(C)cc2C)CC1,2,-2.1,95,-1,-6,5,-8,10,-3,2
COc1cccc(CN2CCC(N(CCc3ccccc3)Cc3ccccc3)CC2)c1OC,5,-0.2,97,-3,-4,-6,-17,3,-4,-4
CC(C)c1ccc(C2=NN(c3ccccc3)C(=O)CC2)cc1,-1,4.1,101,0,6,-2,-16,-2,-10,4
CCOC(=O)CSc1nnc(CNC(=O)c2cccc(C)c2)n1C,3,-1.6,103,0,10,1,1,0,13,2
COc1cccc(CN2CCN(S(=O)(=O)c3ccccc3)CC2)c1OC,-1,-1.4,92,0,13,-2,-6,-14,/,-4
Cc1nc(SCC(=O)NC(=O)NC(C)C)nc(C)c1C,11,0.9,99,0,-5,8,-1,23,4,9
CC1=C(C(=O)OC2CCCCC2)C(c2ccccc2F)NC(=O)N1 (configuration not stated),1,-0.6,97,2,-2,-4,-8,-3,2,-8
COC(=O)[C@@H](NCc1ccc(B(O)O)cc1)C(C)C,3,-1.3,101,2,-6,4,19,-2,-4,-3
CN(C)S(=O)(=O)Oc1ccsc1C(=O)Nc1ccc(Br)cc1,4,-2.8,99,-3,7,-1,-6,12,-1,0
COc1ccc(CN2C(=O)c3ccccc3C2=O)cc1C(=O)N(C)CC(=O)Nc1c(C)cccc1C,-5,0.9,95,1,8,5,-4,18,-18,5
O=C(NCc1ccccc1)C1Cc2c(-c3ccc(Cl)cc3)ccnc2O1 (configuration not stated),-1,-0.1,101,20,-2,3,-7,-17,/,21*
CCN1CCCC1CNC(=O)c1ccc2c(c1)N(Cc1ccccc1F)C(=O)c1ccccc1S2(=O)=O (configuration not stated),0,-0.5,98,-3,7,-12,0,-33,2,4
O=C1NC(=O)C2C1C(c1ccccc1)N1C3C(=O)NC(=O)C3C(c3ccccc3)N21 (configuration not stated),1,1.0,103,1,-2,0,1,11,0,-7
CCCCOc1ccc(C(=O)N2CC(C)OC(C)C2)cc1 (configuration not stated),7,-0.7,89,-1,2,4,-1,-4,-5,-1
CC1(C)OC(=O)C2=C(C[C@@H](C3CCCC3)O[C@@H]2c2ccc(Cl)cc2)O1,-9,/,120,/,/,-4,/,-5,/,-10
CS(=O)(=O)c1ccc(NC(=O)CCN2C(=O)C3CCCCC3C2=O)cc1 (configuration not stated),2,-2.5,96,0,7,1,7,-2,3,-3
CN(c1ccc(C(=O)NCCc2ccccc2)cc1)S(C)(=O)=O,3,-1.5,94,-11,-1,4,-8,1,-9,-7
COc1cccc(-c2csc(N3CCN(C(=S)Nc4ccccc4Cl)CC3)n2)c1,7,1.5,105,-2,-4,10,2,2,-4,4
O=C(CSc1ncnc2c1cnn2-c1ccc(F)cc1)NC1CCCC1,9,-2.4,93,-2,2,13,-15,-28,-9,2
COc1ccc(NC(=O)C(=O)NCC2CCCN2S(=O)(=O)c2ccc(C)cc2)cc1 (configuration not stated),0,-1.8,104,6,-27,-4,-6,16,7,2
Cn1c(Nc2ccccc2)nc2ccccc21,1,0.0,101,0,-4,-3,-2,-17,10,-16
O=C(c1cc2ncc(CCCl)cn2n1)N1CCCCCC1,1,-0.5,97,1,14,1,4,13,12,2
COc1ccc(Nc2ccc(C(=O)O)cc2[N+](=O)[O-])cc1,4,-1.4,98,-2,19,-4,2,21,-6,-10
CCOCCCNC(=O)C(Cc1ccccc1)NS(=O)(=O)c1cccc2nsnc12 (configuration not stated),-3,-1.9,95,0,3,0,7,3,-5,2

# 3 entries already listed, sorted by the number in HTR2A ag, lowest first:
mol,ABHD5-PLIN5 inh,MC4R ag barr,ABCB6 inh MLPCN,Glyco luc inh,MC4R antag cAMP,HTR2A ag,NCOA2 inhibitor,TLR9-MyD88 block,NOD2 RIPK2 PPI
CCN1CCCC1CNC(=O)c1ccc2c(c1)N(Cc1ccccc1F)C(=O)c1ccccc1S2(=O)=O (configuration not stated),0,-0.5,98,-3,7,-12,-33,2,4
CN(C)S(=O)(=O)Oc1ccsc1C(=O)Nc1ccc(Br)cc1,4,-2.8,99,-3,7,-1,12,-1,0
COc1cccc(-c2csc(N3CCN(C(=S)Nc4ccccc4Cl)CC3)n2)c1,7,1.5,105,-2,-4,10,2,-4,4

# (continued)
SMILES,ABHD5-PLIN5 inh,MC4R ag barr,ABCB6 inh MLPCN,Glyco luc inh,MC4R antag cAMP,HTR2A ag,H9c2 protect,NCOA2 inhibitor,TLR9-MyD88 block,NOD2 RIPK2 PPI
Cn1nc(-c2ccc(Cl)cc2)cc1NC(=O)CCCC(=O)O,3,-2.1,97,1,6,2,2,15,/,4
CC(C)CNc1nc(NC(C)(C)C)nc(Oc2ccc(=O)[nH]n2)n1,1,2.6,101,-1,14,1,-5,16,2,-10
COc1ccc(C(=O)OCC(=O)NC2CCCCCC2)cc1OC,9,-0.1,95,-2,-6,7,0,-29,-4,-16
COc1ccc(C(=O)O/N=C2\C(=O)N(C)c3ccccc32)cc1,-3,-1.0,95,6,4,3,3,29,-6,7
O=C(Nc1cccc(Cl)c1Cl)C1CCCO1 (configuration not stated),-5,1.4,101,0,27,2,-1,-43,-10,2
COc1cc(C[C@@H]2C(=O)OC[C@H]2Cc2ccc(OC)c(OC)c2)ccc1O,5,-1.4,94,4,-2,16*,-26,17,-4,1
COC(=O)/C=C1/S/C(=N/NC(=O)c2ccc(OC)cc2)NC1=O,-7,-1.1,99,1,6,6,0,-4,-12,9
CC1CN(S(=O)(=O)c2cccc(C(=O)N(Cc3nnc(-c4ccccc4Cl)o3)C3CC3)c2)CC(C)O1 (configuration not stated),-1,-3.4,101,-1,25,-3,-3,-9,3,-4
CCOc1ccc(S(=O)(=O)NCc2ccccn2)cc1,3,-1.0,99,2,4,3,4,20,-1,-14
Cc1ccc(N2C(=O)NC3(CCCCC3)C2=O)cc1,-4,-1.4,92,2,5,-3,10,-20,-1,5
CCCCN(C)CCNC(=O)c1c[nH]c2ccc(S(=O)(=O)N(CC)CC)cc2c1=O,5,-0.4,108,-5,17,5,4,-16,-1,-7
Cc1[nH]c2ccccc2c1CCN(Cc1cccnc1)C(=S)Nc1ccc(F)cc1,-6,-0.9,97,-3,2,-2,6,-2,-2,3
Cc1nnc(NC(=O)c2ccc3ccccc3c2)s1,2,3.3,100,-3,-3,4,1,-86,1,2
C=CCn1c(SCc2n[nH]c(=S)n2-c2ccccc2)nnc1-c1ccccc1,-6,1.2,105,1,-10,0,1,-12,0,-5
Cc1ccc(NC(=O)C2COc3ccccc3O2)cc1S(=O)(=O)N1CCCCC1 (configuration not stated),-2,-3.0,94,-4,10,-1,-5,-2,5,-6
Cc1ccc(NC(=S)N(Cc2ccco2)C2CCN(C(C)C)CC2)cc1,-8,-1.7,101,1,-4,-2,2,-4,6,-2
Cc1ccc(S(=O)(=O)NC2CC2)cc1[N+](=O)[O-],3,-0.8,92,3,-3,-1,-1,-29,-8,-4
Cc1cc(C)c2c(c1)/C(=N/NC(=O)c1ccc(O)cc1)CCC2,1,-1.4,100,0,-2,-3,31,-12,8,-10
Cc1ccc(C2Nc3ccc4ccccc4c3C3=C2C(=O)CC(C)(C)C3)o1 (configuration not stated),30*,0.5,102,-6,17,-9,9,/,-14,-9
CCN(CC)S(=O)(=O)c1ccc(N/N=C(\C)c2cccnc2)nc1,-2,0.0,101,2,16,5,2,1,-12,-22
O=C(CSc1ccc(Cl)cc1)Nc1ccccc1Oc1ccccc1,2,1.3,100,-6,-3,8,-5,2,-4,-8
Cc1cccc(C)c1NC(=O)NCCSc1snnc1C,-4,-3.1,95,2,-2,2,-1,4,4,-3
COc1ccc(C)cc1S(=O)(=O)NCCC1=CCCCC1,-4,5.8,102,-2,6,0,-6,4,-10,-5
CCOC(=O)C1=CCC(c2ccc(C)cc2)N(S(=O)(=O)c2ccc(C)cc2)C1 (configuration not stated),5,/,99,2,/,-7,-5,-6,/,-9
Cc1ccc(C(=O)N2C3C=CC(C3)C2(C(F)(F)F)C(F)(F)F)cc1 (configuration not stated),-5,0.4,98,0,9,-4,2,-5,3,-3
CCN(CC)S(=O)(=O)c1ccc(N2C(=O)CC2(/C=C/c2ccccc2)C(=O)NC2CCCC2)cc1 (configuration not stated),3,-0.6,99,1,7,-2,0,-14,-1,-3
O=C(N/N=C/c1ccc(OCc2ccccc2)cc1)c1cccs1,-2,13*,97,1,1,-3,-6,-52,10,-3
O=C(CCNC(=O)c1ccccc1Cl)NN=Cc1ccccc1[N+](=O)[O-],-2,-0.9,102,3,1,0,4,30,8,-5
O=C(CN1C(=O)c2ccccc2S1(=O)=O)N1CCN(c2cccc(Cl)c2)CC1,-7,-1.4,101,-1,7,0,-6,-21,-10,0
N#Cc1ccc(C(=O)OCC(=O)Nc2ccc(S(N)(=O)=O)cc2)cc1,-8,0.2,99,1,11,-2,5,-6,-7,6

# Shown as a hit in HTR2A ag, among the entries above:
canonical_smiles,ABHD5-PLIN5 inh,MC4R ag barr,ABCB6 inh MLPCN,Glyco luc inh,MC4R antag cAMP,HTR2A ag,NCOA2 inhibitor,TLR9-MyD88 block,NOD2 RIPK2 PPI
COc1cc(C[C@@H]2C(=O)OC[C@H]2Cc2ccc(OC)c(OC)c2)ccc1O,5,-1.4,94,4,-2,16*,17,-4,1
